# Screening results: PubChem BioAssay, The Scripps Research Institute Molecular Screening Center
# Nox1 inhibitor = inhibitors of human NADPH oxidase 1 (Nox1); Q9Y5S8; HT29 cells, luminol chemiluminescence ROS; inhibition, % at 6.7 µM; 16,000 compounds, 0.81% hits
# Target sequence (Q9Y5S8 whole entry, looked up): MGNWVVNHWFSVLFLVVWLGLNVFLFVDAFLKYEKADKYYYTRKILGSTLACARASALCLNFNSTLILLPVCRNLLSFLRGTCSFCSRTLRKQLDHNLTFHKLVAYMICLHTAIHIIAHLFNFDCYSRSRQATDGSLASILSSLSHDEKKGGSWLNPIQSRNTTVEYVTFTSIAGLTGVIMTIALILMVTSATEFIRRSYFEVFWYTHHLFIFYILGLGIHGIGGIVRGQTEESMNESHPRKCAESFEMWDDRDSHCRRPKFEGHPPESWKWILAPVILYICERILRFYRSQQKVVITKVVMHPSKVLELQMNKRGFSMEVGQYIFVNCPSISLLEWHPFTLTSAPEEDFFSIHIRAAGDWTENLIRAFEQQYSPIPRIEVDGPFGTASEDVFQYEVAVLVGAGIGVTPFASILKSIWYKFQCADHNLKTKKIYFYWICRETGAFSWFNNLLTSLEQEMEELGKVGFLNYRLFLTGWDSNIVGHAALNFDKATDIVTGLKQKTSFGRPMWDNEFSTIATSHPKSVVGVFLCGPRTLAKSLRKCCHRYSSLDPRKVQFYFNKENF
# PME-1 Maybridge = inhibitors of human PME-1 in Maybridge library | inhibition, % at 9 µM | recombinant PME-1, FP-Rh probe fluorescence polarization | 16,000 compounds, 0.5% hits | AID 2291, 2010; in the data active = inhibition above about 30%
# S1P1 ag = activates the human S1P1 receptor. Sphingosine 1-phosphate receptor 1 (Homo sapiens), P21453. S1P1 agonist cell-based reporter assay. activation, % at 4.5 µM. 16,000 compounds, 1.5% hits. AID 1044, 2008; in the data active = activation above about 80%
# rat GALR2 ag = agonists of rat galanin receptor 2 (GALR2); activation, % at 10 µM; Galanin receptor type 2 (Rattus norvegicus), O08726; cell-based GALR2 agonist screen; 16,000 compounds, 0.5% hits; AID 833, 2007; in the data active = activation above about 15%
# TLR4-MyD88 inh = inhibitors of human TLR4-MyD88 binding | AID 811, 2007 | 16,000 compounds, 0.06% hits | inhibition, % at 10 µM | Cell-based TLR4-MyD88 binding inhibition assay; in the data active = inhibition above about 45%
# NOTCH ag = agonists of NOTCH signaling | activation, % at 2.5 µM | NOTCH signaling luciferase reporter cells, luminescence | 15,000 compounds, 0.4% hits | AID 434982, 2010; in the data active = activation above about 2.2%
# luminol inh ctr = counter-screen for Nox1 inhibitors: inhibitors of luminol chemiluminescence; HRP/luminol/H2O2 chemiluminescence counterscreen; inhibition, % at 6.7 µM; 16,000 compounds, 0.4% hits; AID 1823, 2009; also: reference of the scale not given here
# KOR antag MB = antagonists of human kappa opioid receptor OPRK1, Maybridge library; AID 652031, 2013; Kappa-type opioid receptor (Homo sapiens), P41145; inhibition, % at 9 µM; OPRK1 cells, antagonist mode, fluorescence readout; 16,000 compounds, 0.4% hits; in the data active = inhibition above about 50%
# Target sequence (P41145 whole entry, looked up): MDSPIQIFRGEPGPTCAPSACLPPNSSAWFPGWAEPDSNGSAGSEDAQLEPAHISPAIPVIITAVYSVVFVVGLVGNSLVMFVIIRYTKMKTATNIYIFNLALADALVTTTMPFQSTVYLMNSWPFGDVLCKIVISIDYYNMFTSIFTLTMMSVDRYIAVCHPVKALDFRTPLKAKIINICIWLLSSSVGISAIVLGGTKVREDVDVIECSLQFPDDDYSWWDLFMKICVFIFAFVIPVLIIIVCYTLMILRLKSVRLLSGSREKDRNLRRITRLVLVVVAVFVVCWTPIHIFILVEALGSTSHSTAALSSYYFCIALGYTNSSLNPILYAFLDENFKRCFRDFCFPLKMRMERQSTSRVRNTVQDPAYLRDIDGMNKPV
# Active calls of the source: *; / = no result given. Rule as the data show it, unless noted: active = inhibition above about 75%; inactive = the rest.
# Preview (7 entries):
SMILES,Nox1 inhibitor,PME-1 Maybridge,S1P1 ag,rat GALR2 ag,TLR4-MyD88 inh,NOTCH ag,luminol inh ctr,KOR antag MB
CSc1scc(NC(=O)Nc2ccc(OC(F)(F)F)cc2)c1S(=O)(=O)C(C)C,-26,-82,19,-4,-6,-0.8,1,-7
N#Cc1c(Cl)cccc1Oc1ccc(S(=O)(=O)NNc2c(Cl)cncc2Cl)cc1,51,1,108*,-6,-6,-0.4,5,3
COc1cc(Cl)cc(CNC(C)C(=O)O)c1O (stereo not drawn),-25,2,-8,-8,-7,-0.3,11,-9
O=S(=O)(Cc1noc(-c2ccsc2)n1)c1ccccn1,21,2,15,-4,17,-0.9,-6,13
Fc1cccc(Cl)c1/C=C/c1cnc2ccccc2n1,-24,-1,38,-4,-3,0.0,-3,13
CS(=O)(=N/C=C(\C#N)C(=O)C1CC1)c1ccc(Oc2cccc(F)c2C#N)cc1 (stereo not drawn),-26,1,28,-8,/,-0.5,-2,7
O=[N+]([O-])c1cc(Cl)ccc1Sc1ccccc1NS(=O)(=O)c1ccc(F)cc1,8,63*,73,-9,3,-0.3,5,-2

# Results (from the top)
SMILES,Nox1 inhibitor,PME-1 Maybridge,S1P1 ag,rat GALR2 ag,TLR4-MyD88 inh,NOTCH ag,luminol inh ctr,KOR antag MB
CSc1scc(NC(=O)Nc2ccc(OC(F)(F)F)cc2)c1S(=O)(=O)C(C)C,-26,-82,19,-4,-6,-0.8,1,-7
N#Cc1c(Cl)cccc1Oc1ccc(S(=O)(=O)NNc2c(Cl)cncc2Cl)cc1,51,1,108*,-6,-6,-0.4,5,3
COc1cc(Cl)cc(CNC(C)C(=O)O)c1O (stereo not drawn),-25,2,-8,-8,-7,-0.3,11,-9
O=S(=O)(Cc1noc(-c2ccsc2)n1)c1ccccn1,21,2,15,-4,17,-0.9,-6,13
Fc1cccc(Cl)c1/C=C/c1cnc2ccccc2n1,-24,-1,38,-4,-3,0.0,-3,13
CS(=O)(=N/C=C(\C#N)C(=O)C1CC1)c1ccc(Oc2cccc(F)c2C#N)cc1 (stereo not drawn),-26,1,28,-8,/,-0.5,-2,7
O=[N+]([O-])c1cc(Cl)ccc1Sc1ccccc1NS(=O)(=O)c1ccc(F)cc1,8,63*,73,-9,3,-0.3,5,-2
CSc1nc(CSc2ccc(Cl)cc2)nc(N)c1C#N,-45,1,-26,-4,0,-1.2,0,-4
COc1ccc(CC2CCC3(CC2)NC(=O)c2ccccc2O3)cc1 (stereo not drawn),34,5,31,-5,-5,0.6,-8,-2
CCc1ccc2[nH]c(C(=O)Nc3ccc(C(F)(F)F)c(C#N)c3)cc2c1,5,-84,-7,-4,8,-0.7,3,7
CSc1nc(N)n(-c2ncccc2C(F)(F)F)n1,-32,-3,-8,-6,0,0.1,4,-2
Fc1cc2c(c(CSc3nc4ccccc4[nH]3)c1)OCOC2,-16,-2,0,-5,5,-0.7,-3,-1
Cc1cc(C(=O)N(CCC#N)Cc2ccccc2)no1,-34,0,-4,-12,4,-0.5,1,1
c1cc2c(cc1COCc1ccc3c(c1)CCO3)CCO2,-20,3,7,-7,-9,-0.5,-1,18
CCOc1ccc(C(N)=O)c(SCC(=O)O)c1,5,-1,-7,-10,-4,-1.4,3,-10
COC(=O)c1ccsc1N,9,-1,2,4,0,0.9,-1,18
CCOc1ccc(NC(=O)c2cc(C)n(C)n2)cc1,-22,-3,126*,-8,9,-0.3,2,5
CN(C)/C=C/C(=O)c1ccc(C#N)s1,-39,-1,5,-6,2,-0.9,3,19
N#CCC(=O)NNC(=O)c1ccccc1Cl,-50,2,-7,4,-2,-0.2,0,-8
CCOC(=O)CSc1nnc(-c2ccncc2)n1C,3,8,-3,-7,-2,-0.7,-8,-2
Cc1ccc(S(=O)(=O)O/N=C(\N)CC(=O)Nc2cc(C(F)(F)F)ccc2Cl)cc1,-33,-6,-1,-7,1,0.1,2,2
C#Cc1cccc(NC(=O)c2ccc(Cl)cc2Cl)c1,11,1,-40,-7,-10,-0.6,-6,10
c1ccc(-c2nc3cc4nc(-c5ccccc5)[nH]c4cc3[nH]2)cc1,27,-16,4,-5,-12,-0.6,-1,3
CC1CCCN(c2ccc([N+](=O)[O-])cc2)C1 (stereo not drawn),-52,5,8,-4,9,0.1,9,0
O=C(CCCC(=O)c1ccccc1)c1ccccc1,-25,9,-8,-5,7,-0.1,3,-2
O=C(O)C1c2ccccc2Oc2ccccc21,-24,0,-14,-1,-2,-0.2,5,13
COC(=S)Nc1ccccc1,-5,3,2,-6,3,0.0,-8,12
Cc1ccccc1C(=O)Oc1ccc(-c2csnn2)cc1,74,3,-27,0,-3,0.5,14,10
CSc1nnc(SCCS(=O)(=O)c2ccc(Cl)cc2)s1,-60,5,32,-2,-5,-0.4,2,-11
Cc1cc(NC(=O)c2c(-c3c(Cl)cccc3Cl)noc2C)n(C)n1,7,1,-1,-4,6,-0.4,-3,3
CC(=O)Nc1cc2cc(NC(=O)c3c(-c4c(F)cccc4Cl)noc3C)ccc2oc1=O,-44,4,-2,-10,-12,-0.2,1,3
NC(=O)C1(N2CCCCC2)CCN(S(=O)(=O)c2ccc3c(c2)OCC3)CC1,-68,-2,-7,-7,0,-0.6,2,3
Cc1cc(Nc2cccc3c2OCO3)c2ccccc2n1,14,1,3,-5,12,0.1,14,30
Cc1ccc2nc(-c3sc4ccccc4c3Cl)oc(=O)c2c1,2,-3,-13,-3,3,0.4,-5,21
Brc1ccc(-c2cnc3ccccc3n2)s1,-33,-5,-22,-4,3,0.0,2,3
Cn1c(N2CCN(c3ccccn3)CC2)nc2c1c(=O)n(Cc1ccc(Cl)cc1)c(=O)n2C,-15,14,24,-10,4,-0.9,2,-26
O=C1C(Cc2ccc(-c3nn[nH]n3)cc2)=C(c2ccccc2)S(=O)(=O)c2ccccc21,17,6,32,-5,-8,-0.6,-7,19
CCCSc1ncccc1C(=O)Nc1cc(C(C)(C)C)sc1C(C)=O,-6,-1,-11,-8,1,-0.4,-2,2
N#Cc1cccc(C#N)c1Oc1ccc(N)cc1,8,2,1,-6,0,-0.9,-5,94*
N/C(COc1ccc2nonc2c1)=N\O,-33,4,0,-3,4,-0.7,0,12
FC(F)(F)c1ccc(-c2nnc3ccc(NC4CC4)nn23)cc1,35,2,4,0,11,-0.2,-5,-20
N/C(=N\O)c1cccc(CSc2ccccn2)c1,0,5,1,-3,-3,0.6,-19,13
CC1=C(C(=O)Nc2cc(C(F)(F)F)cc(C(F)(F)F)c2)SCCO1,-6,-2,8,-7,4,0.0,-2,-12
CC(c1ccccc1)n1c(=O)[nH][nH]c1=S (stereo not drawn),38,1,7,-6,4,0.1,2,7
CCOC(=O)/C(C#N)=C/N(CC)CC(O)CC (stereo not drawn),-4,4,-1,-5,-9,0.5,-8,-1
O=c1c2ccccc2[nH]c(=S)n1CC1CC1,-4,0,-10,2,0,-0.4,26,-13
COc1ccc2[nH]c(C(=O)NCc3cc(Cl)ccc3Cl)cc2c1,-8,-5,-1,-5,-3,-0.2,3,-9
O=C(NCCN1CCNC1=O)c1cnn(-c2ccc(Cl)cc2)c1C(F)(F)F,-25,0,-4,-7,-2,-0.1,1,-4
CC(C)Cc1ccc(C(=O)C(C)N2CCN(c3ccc([N+](=O)[O-])cn3)CC2)cc1 (stereo not drawn),-10,3,7,-3,8,0.1,-1,-4
C/C(=N\Oc1ccc([N+](=O)[O-])cc1[N+](=O)[O-])c1ccccc1,-35,0,-23,-8,-1,-0.4,-3,6
Cn1ncc(NC(=O)Nc2cc(Cl)ccc2Cl)c1-n1cccc1,2,4,-8,0,-2,0.2,-5,11
Cc1noc(C)c1C(=O)NCc1ccc2c(c1)OCO2,9,6,0,-4,-6,-0.4,-7,-15
CC(C)(C)OC(=O)NC1CCNCC1,-54,1,1,-2,10,-0.7,2,7
COC(=O)CSc1nc2ccccc2[nH]1,-56,3,4,-8,-36,-0.7,-1,-15
FC(F)(F)c1cccnc1N1CCNC1=S,1,1,-7,-4,10,0.6,-6,21
O=c1c2cc(-c3ccccc3)sc2nnn1/N=C/c1cccs1,-49,-1,71,-18,14,0.1,3,71*
CC(=O)c1c(C)cc(NC(C)(C)C)nc1NC(C)(C)C,-65,7,-21,3,9,-0.6,5,19
COCCCNC(=O)c1nc2ccccc2c(=O)n1NC(=O)Nc1c(Cl)cccc1Cl,-29,-4,5,-3,-1,-0.4,4,-14
NNC(=O)CCn1nnc(-c2cccc(Cl)c2Cl)n1,12,5,-2,-5,-6,0.1,-7,42
CCCc1c(C)nc(SCC(=O)c2cccc([N+](=O)[O-])c2)[nH]c1=O,-43,0,1,-3,-1,-0.2,11,-18

# (cont.)
SMILES,Nox1 inhibitor,PME-1 Maybridge,S1P1 ag,rat GALR2 ag,TLR4-MyD88 inh,NOTCH ag,luminol inh ctr,KOR antag MB
CC(C)(C)c1ccc(C(=O)OCc2ccc3c(c2)OCO3)s1,24,2,4,-7,-7,0.2,-7,23
CSc1nccc(-c2sc(-c3ccc(Cl)cc3)nc2C)n1,9,-2,-2,-8,3,-0.1,-2,3
Cn1c(SCc2ccccc2)nc2cc(C(F)(F)F)cnc21,-43,0,7,-9,0,-0.8,2,-9
C#CCOC(=O)NC(=O)c1ccc(C(F)(F)F)cc1,-11,1,1,-7,0,-0.2,-2,-18
O=[N+]([O-])c1ccc(SCc2c(F)cccc2Cl)cc1,-14,-5,-4,-6,-5,1.0,2,3
O=C(NCc1cccnc1)c1ccccc1NC(=O)c1c(F)cccc1F,10,7,10,-6,-3,0.0,-6,-16
Cc1n[nH]c(=S)n1/N=C\c1ccco1,-24,0,-11,-2,2,-0.2,12,7
Cc1ccsc1C(N)=S,-16,-3,12,-9,-1,-0.5,8,5
COc1ccc(C(=O)c2ccc(F)cc2)cc1,-58,-1,-15,0,0,-0.6,0,2
O=c1[nH]cnc2scc(-c3ccccc3)c12,-31,-5,9,-5,6,-1.1,5,-17
Cc1nc(C(F)(F)F)ccc1C(=O)Nc1cccnc1N1CCOCC1,4,4,-2,-7,-11,-0.4,-4,-5
O=C(NCc1ccc2c(c1)CCO2)c1ccc2nsnc2c1,-56,-5,-4,0,14,-0.4,2,-7
CC(C)(CO)NC(=S)Nc1ccc(F)cc1F,-4,4,3,-6,1,0.0,0,20
O=C1CC(c2ccccc2)Sc2ccccc2N1 (stereo not drawn),-14,2,-27,-2,13,0.3,-2,-15
O=C(Nc1ccc(F)c(Cl)c1)c1cc(Br)ccc1O,8,7,109*,-12,-15,-0.9,-1,70*
O=C(NNc1c(Cl)cccc1Cl)NC(=O)c1csc([N+](=O)[O-])c1,-63,2,-7,-4,3,-0.7,-1,17
C[n+]1cccc(-c2n[nH]c(-c3ccccc3)n2)c1,-20,1,110*,-7,8,/,3,8
C(=N\Nc1c2c(nc3ncnn13)CCC2)/c1cccs1,-31,-2,1,-5,5,-0.5,-4,6
Cc1cc(C)c(C#N)c(SC(C(=O)NC(C)(C)C)c2ccccc2)n1 (stereo not drawn),-34,-4,-14,-7,5,0.1,1,-20
CSc1ncc2c(n1)CC(C)(C)C/C2=N\OC(=O)c1cccc(C(F)(F)F)c1,-28,19,-16,-2,0,0.1,-2,-16
CC(=O)C1=CN=C(c2ccc(Cl)cc2)SC1,-61,-12,8,-9,2,0.5,3,-14
N/C(=N\OC(=O)c1ccc(Cl)cc1)c1ccc([N+](=O)[O-])cc1,12,5,11,-1,8,-0.5,-5,1
N#CCCNc1ccc(N=Nc2ccc(Cl)cc2)cc1,-15,2,104*,2,14,-0.5,6,23
Cc1ccc(S(=O)(=O)Oc2ccc(C)cc2Br)cc1,-46,-1,7,-7,4,-0.1,-1,7
COc1cccc(/C=C2\SC(=S)C(N)C2=O)c1OC (stereo not drawn),32,3,24,-1,-5,0.3,-3,16
O=S(=O)(O/N=C1\CCc2ccccc21)c1ccc(Cl)cc1,-12,-1,-5,-6,4,0.0,2,1
Cc1cc(NC(=O)c2nccnc2C(=O)O)n(C)n1,17,6,-4,-2,-8,0.4,-4,-13
COc1ccc(/C=N/NC(=O)c2cccnc2)cc1,-3,3,-14,-6,-6,-0.2,0,2
C#CCNc1sc(C(C)=O)cc1[N+](=O)[O-],-8,4,-9,-6,-2,-0.1,-4,-12
O=C(Nc1cccc(Cl)c1)OCC#Cc1ccc(-c2ccccn2)s1,1,-129,18,-6,-2,-1.4,3,-3
